Screens (PubChem BioAssay)
Rac1 mut GTP = human Rac1 activated mutant GTP binding change | 190,000 tested, 0.11% active | AID 764 | P63000 | percent activity (GTP binding), % at 10 µM | GST-Rac1 activated beads, fluorescent GTP binding, flow cytometry; actives lie on both sides; 100% means binding = to untreated wells;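 active = GTP binding at least 20 percentage points away from the 100% baseline, in either direction, so actives lie on both sides; inconclusive = Compound likely fluorescent itself, or too few beads counted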
Rab7 wt GTP bind = modulators of GTP binding to dog Rab7 wildtype GTPase. GST-Rab7 beads, fluorescent GTP binding, flow cytometry; actives lie on both sides; untreated = 100%, excess cold GTP = 0%. GTP binding activity (percent of control), % at 10 µM. 190,000 tested, 0.055% active. AID 758;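 active = fluorescent GTP binding to Rab7 beads changed by at least 20 points from the 100% baseline, either direction, mostly lower; inconclusive = compound itself probably fluorescent, or too few beads counted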;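 note: median green fluorescence of bound Bodipy-FL-GTP per Rab7 bead population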
RGS8-Gao reg = regulators of human RGS8-Galphao interaction | 220,000 tested, 0.34% active | response (percent of control binding), % at 10 µM | AID 1423 | P09471 | multiplexed bead flow cytometry, RGS8-Galphao binding; actives lie on both sides; in the data active = response below about 60% or above about 140%; inactive = in between;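 note: Galphao activated as the GDP aluminium fluoride complex binding bead-coupled RGS8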
Mcl1-Bid inh = disrupts binding of human Mcl-1 to Bid peptide; inhibition, % at 21.7 µM; 220,000 tested, 0.97% active; TR-FRET Mcl-1/Bid-Dy647 peptide binding, 1536-well; Q07820; AID 1021;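 active = compounds that cut the binding signal by more than half at the single screening dose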;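 note: His-tagged Mcl-1 with europium anti-His antibody binding Bid BH3 peptide; 0% = Mcl-1 plus peptide wells and 100% = peptide-only wells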
Target sequence (Q07820 whole entry, looked up): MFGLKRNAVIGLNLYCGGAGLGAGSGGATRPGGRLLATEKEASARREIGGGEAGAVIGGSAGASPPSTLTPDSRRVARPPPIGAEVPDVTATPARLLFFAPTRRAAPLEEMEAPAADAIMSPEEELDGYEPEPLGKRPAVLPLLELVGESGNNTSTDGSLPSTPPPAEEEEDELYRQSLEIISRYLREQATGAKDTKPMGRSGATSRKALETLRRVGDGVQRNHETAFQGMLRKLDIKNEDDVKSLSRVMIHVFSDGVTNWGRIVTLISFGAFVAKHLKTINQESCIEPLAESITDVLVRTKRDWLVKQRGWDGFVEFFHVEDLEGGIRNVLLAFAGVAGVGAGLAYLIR
Pf gametocyte = kills late stage P. falciparum gametocytes. P. falciparum stage V gametocytes, ATP luminescence, 24 h. inhibition, % at 10.9 µM. 150,000 tested, 0.065% active;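 active = inhibition above the mean plus 3 SD of compounds within the control limits, set per campaign, cut at about 38% in these data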;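 note: 0% = DMSO wells and 100% = medium only without gametocytes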
Rab2A wt mod = changes GTP binding to wildtype dog Rab2A, up or down; P61105; GST-Rab2 wt beads, Bodipy-GTP binding, flow cytometry; GTP binding activity, % at 10 µM; 190,000 tested, 0.19% active;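 active = GTP binding activity at least 20 points away from 100%, either lowered or raised; inconclusive = signal likely due to the compound's own green fluorescence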;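 note: 0% = beads with excess unlabeled GTP and 100% = no-compound control corrected for plate trend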
Cdc42 wt GTP = human Cdc42 wildtype GTP binding change, either direction | GST-Cdc42 beads, Bodipy-GTP binding, flow cytometry; actives lie on both sides | 190,000 tested, 0.2% active | percent activity (GTP binding), % at 10 µM | P60953;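 active = percent activity GTP binding at least 20 points away from the 100% baseline, either down as inhibitor or up as activator; inconclusive = compound flagged as likely green fluorescent from well-wide comparison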;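 note: median bead fluorescence of bound Bodipy-FL-GTP at 100 nM; 0% = excess unlabeled GTP control and 100% = no compound control; below 100% means less GTP binding so inhibitor and above means activator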
Target sequence (P60953 whole entry, looked up): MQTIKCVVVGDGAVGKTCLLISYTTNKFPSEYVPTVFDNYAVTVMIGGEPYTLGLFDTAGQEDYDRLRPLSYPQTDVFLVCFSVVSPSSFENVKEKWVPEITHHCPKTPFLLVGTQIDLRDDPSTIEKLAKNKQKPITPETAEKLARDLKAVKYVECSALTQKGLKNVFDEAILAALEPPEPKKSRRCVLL
HRas wt GTP = modulators of GTP binding to human HRas wildtype. P01112. GST-Ras wt beads, Bodipy-FL-GTP binding, flow cytometry; actives lie on both sides. GTP binding activity, % at 10 µM. 190,000 tested, 0.14% active. AID 759;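 active = GTP binding activity at least 20% away from the 100% baseline, either lowered as inhibitor or raised as activator; inconclusive = flagged as likely green fluorescent, judged across all proteins in the well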;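 note: 0% = unlabeled GTP competition control and 100% = no-compound control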
Target sequence (P01112 whole entry, looked up): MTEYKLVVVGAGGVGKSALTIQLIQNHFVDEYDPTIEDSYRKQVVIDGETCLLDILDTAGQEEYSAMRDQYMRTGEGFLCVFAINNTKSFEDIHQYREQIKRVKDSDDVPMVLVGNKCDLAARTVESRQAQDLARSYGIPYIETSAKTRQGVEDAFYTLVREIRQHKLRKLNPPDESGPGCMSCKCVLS
Mcl1-Noxa inh = Mcl-1/Noxa interaction inhibition; Q07820; TR-FRET Mcl-1/Noxa peptide binding, 2 h; inhibition, % at 21.7 µM; 220,000 tested, 1.5% active;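 active = compounds that cut the protein-peptide binding signal by more than 50% relative to plate controls in a single-dose test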;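 note: His-tagged Mcl-1 with rhodamine Noxa BH3 peptide and terbium anti-His antibody; 0% = Mcl-1 plus Noxa peptide wells and 100% = peptide-only wells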
Rac1 wt GTP bind = human Rac1 wildtype GTP binding, inhibitors and activators; 190,000 tested, 0.27% active; GST-Rac1 beads, fluorescent GTP binding, flow cytometry; actives lie on both sides; 0 = cold GTP competed, 100 = untreated; AID 757; GTP binding activity (% of control), % at 10 µM;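 active = GTP binding activity at least 20 points away from the 100% control level, either lower or higher; inconclusive = compound flagged as likely green fluorescent, judged across all proteins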
Bim-Mcl-1 = disrupts Bim peptide binding to human Mcl-1; Bead-based flow cytometry, Bim peptide-Mcl-1 binding; Q07820; AID 1009; 190,000 tested, 0.1% active; inhibition, % at 10 µM; in the data active = inhibition above about 40%;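 note: 0% = no compound tracer wells and 100% = peptide blocker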
* marks the source's active call; other numbers are inactive results; ? = inconclusive; . = no result given.

SMILES	Rac1 mut GTP	Rab7 wt GTP bind	RGS8-Gao reg	Mcl1-Bid inh	Pf gametocyte	Rab2A wt mod	Cdc42 wt GTP	HRas wt GTP	Mcl1-Noxa inh	Rac1 wt GTP bind	Bim-Mcl-1
O=C1NN(c2ccccc2)C(=O)/C1=C\c1cccn1-c1ccc(Cl)c([N+](=O)[O-])c1	96	102	102	-70	.	103	95	101	16	94	0
Cc1cc(=O)[nH]c(S/C=C/c2ccccc2)n1	99	98	101	-12	.	100	102	102	6	105	3
CCCN1C(=O)/C(=C/c2ccc(C)o2)SC1=Nc1ccc(OCC)cc1	?	?	88	13	.	?	?	?	-5	?	1
O=C(Cc1ccccc1)NC(=S)Nc1ccc(N2CCCCC2)cc1	101	101	103	-76	13	99	99	102	8	108	-1
CC(=O)Nc1ccc(S(=O)(=O)N2CCSC2c2ccc(Cl)cc2)cc1 (stereo unspecified)	95	96	86	5	17	98	103	100	21	98	-5
CCCNC(=O)C(CC)NS(=O)(=O)c1ccc(OC)cc1 (stereo unspecified)	100	97	100	-26	-7	98	98	99	2	101	-3
CC(C)CCN1CC(C(=O)NCc2ccc(F)cc2)CC1=O (stereo unspecified)	96	98	97	-6	.	97	99	101	6	99	-1
O=C(C1=C[C@@H](C2CC2)C[C@@H](OCc2ccc(CO)cc2)O1)N1CCN(Cc2ccccc2)CC1	98	103	100	-6	.	98	98	98	-11	100	0
CCOC(=O)c1ccc(NC(=O)c2ccc(NC(=O)c3ccccc3)cc2)cc1	100	104	99	-6	.	102	101	101	-16	105	0
O=C(CCCC(=O)OCC(=O)c1cccs1)Nc1ccc(F)cc1	97	102	100	-14	11	98	97	100	-16	99	1
CCc1c(C)nc(SCC(=O)N2C(C)CCCC2C)[nH]c1=O (stereo unspecified)	96	102	99	-6	-15	97	94	96	-8	96	-1
CCCCOc1ccc(-c2cc(C(=O)NNC(=S)NCC)c3ccccc3n2)cc1	96	95	97	-111	.	96	99	98	-46	97	1
COc1ccc(N2CCN(c3nc(NC(C)(C)C)nc(N4CCCCC4)n3)CC2)cc1	93	98	106	-20	15	97	98	97	13	97	-5
Cc1cc(C)c(NC(=S)N(CCCN2CCN(C)CC2)Cc2cccs2)c(C)c1	94	97	94	-9	9	101	97	98	15	101	2
Cc1ccc(S(=O)(=O)NCC(=O)N(CC(=O)NCC2CCCO2)CC2CCCO2)cc1 (stereo unspecified)	94	89	102	7	12	95	94	93	-10	94	3
C[C@@H](C(=O)NCCc1c[nH]c2ccccc12)[C@@H]1C[C@@]1(C)[C@@H](NC(=O)OCc1ccccc1)c1ccccc1	99	99	106	-17	10	102	102	102	-5	105	86*
CC(C)OC(=O)Cn1nc(C(F)(F)F)c2c1CCCC2	88	104	101	-12	.	93	94	94	-5	93	1
O=C(Nc1cccc(S(=O)(=O)N2CCCCC2)c1)Nc1ccc(Cl)cc1Cl	101	98	100	-1	7	102	99	101	-13	101	0
Cc1cccc(/C=N/N(CCO)C2=NS(=O)(=O)c3ccccc32)c1	84	92	101	2	.	81	82	80	14	68*	9
O=S(=O)(c1cc(Cl)ccc1Cl)N1CCCCC1	100	103	102	2	.	103	104	103	3	106	0
O=C(O)C1C2C=CC(C2)C1C(=O)NC1CCS(=O)(=O)C1 (stereo unspecified)	102	101	99	-26	.	106	106	107	0	104	-3
O=C(COc1ncnc2ccccc12)Nc1cccc([N+](=O)[O-])c1	100	94	111	0	7	96	98	94	-6	96	-3
C=CCSC1=N/C(=C\c2ccc(C(=O)O)cc2)C(=O)S1	94	104	99	-27	7	97	95	96	12	99	-2
O=C(CSc1nc(-c2ccncc2)nn1CC(=O)N1CCCCC1)NC1CCCC1	99	98	102	8	.	101	105	100	14	107	-1
COCCn1c(N2CCN(c3ccc(OC)cc3)CC2)nc2c1c(=O)n(C)c(=O)n2C	99	102	97	-21	.	101	101	101	-5	108	-1
CS(=O)(=O)Nc1ccc(C(=O)NCC2CCCO2)cc1 (stereo unspecified)	97	99	102	0	.	98	102	98	11	103	-5
CCc1c(SCCC(=O)O)nc2ccccc2c1C	91	99	103	-53	8	92	96	98	29	101	-1
CCC(=O)Nc1ccc(-c2cc3ccccc3oc2=O)cc1	97	97	94	-18	.	97	98	96	-4	103	0
CCCCC(=O)OCC(=O)c1ccc(OCC)cc1	97	99	95	-2	.	98	99	99	-7	101	-1
Cc1nn(C)cc1C1C2=C(CC(C)(C)CC2=O)N(c2ccccc2)C2=C1C(=O)CC(C)(C)C2	98	104	100	-33	7	104	105	104	-5	110	-3
Cc1ccc(C)n1-c1ccc(C(=O)Nc2ccccc2F)cc1	95	96	104	-27	4	96	96	96	-3	102	-2
Cc1cccc(NC(=O)Cn2cnc3c(cnn3-c3ccc(F)cc3)c2=O)c1C	97	102	101	0	.	102	100	101	16	104	-2
Cc1ccc(Cn2cc(/C=N/NC(=O)Cc3nnc(NC(=O)c4ccc(C)cc4)s3)c3ccccc32)cc1	98	107	98	23	-2	102	102	101	31	102	19
CCOC(=O)N1CCC(NC(=O)C2=C(C)C(=O)OC23CCC(C)CC3)CC1 (stereo unspecified)	98	100	99	-4	.	100	101	101	9	100	-5
CCC(NC(=O)c1ccccc1NC(=O)c1ccc(C)cc1)C(=O)O (stereo unspecified)	99	97	100	-12	-6	98	99	100	-11	103	0
CCOc1nc(NCCN2CCOCC2)nc(NC(C)C)n1	100	97	105	-5	.	100	103	100	17	101	-3
COc1ccc(C(=O)Nc2cc3c(cc2Cl)OCCCO3)cc1	90	90	102	-3	.	92	93	92	-9	94	-3
CCOc1ccccc1N(CC(=O)O)S(=O)(=O)c1ccccc1	98	98	97	-15	.	99	101	99	16	101	0
Nc1cc2c(cc1[N+](=O)[O-])OCCO2	97	97	104	-52	3	94	97	97	9	103	-3
O=C(CN1CCOCC1)Nc1c2c(nc3ccccc13)N(Cc1ccccc1)CC2	100	101	100	45	.	102	102	101	26	101	-2
Cn1c(CNC(=O)C(C)(C)C)nc2ccccc21	98	100	100	-6	.	99	102	101	8	104	-1
CC(=O)NC1C(=O)N(C)c2ccc(Br)cc21 (stereo unspecified)	101	101	105	-3	-8	104	101	105	-2	103	-7
CCOC(=O)c1c(C)[nH]c(C)c1C(=O)COC(=O)c1cc(OC)cc(OC)c1	96	94	99	-26	9	94	95	96	3	96	-2
COc1ccccc1N1CCN(CCCOc2ccc(F)cc2)CC1	97	99	100	24	.	99	101	103	5	108	0
CN(CC(=O)N1CCCC1)S(=O)(=O)c1ccc(Cl)cc1	102	100	96	4	3	100	104	102	1	106	1
CC(C)(C)C(=O)C(Cc1ccccc1)n1cncn1 (stereo unspecified)	100	101	100	-23	.	104	105	104	1	105	-4
CN(Cc1ccccc1)C(=O)Cn1nc(C(F)(F)F)c2c1CCC2	95	97	101	-3	.	98	99	97	2	97	0
CCOC(=O)c1cc2sccc2n1CC(=O)c1ccc2c(c1)OCCO2	102	100	105	-33	1	101	102	102	-11	103	0
CCn1c(CSc2n[nH]c(N)n2)nc2cc(C(=O)O)ccc21	97	92	98	-12	8	95	94	93	20	95	-2
Cc1ccc(S(=O)(=O)NC(=O)NC(C)Cc2ccccc2)cc1 (stereo unspecified)	93	96	89	-3	.	94	96	95	13	95	-5
Next part
SMILES	Rac1 mut GTP	Rab7 wt GTP bind	RGS8-Gao reg	Mcl1-Bid inh	Pf gametocyte	Rab2A wt mod	Cdc42 wt GTP	HRas wt GTP	Mcl1-Noxa inh	Rac1 wt GTP bind	Bim-Mcl-1
C/C(=N\NC(=O)COc1ccccc1)c1cccs1	99	98	102	-4	.	99	99	99	3	102	-7
O=C(NCc1ccco1)c1cc(S(=O)(=O)N2CCOCC2)c(Cl)cc1Cl	101	100	99	-12	-27	100	102	101	-5	105	-1
Cc1ccccc1-n1c(C)cc(/C=N/NC(=O)c2ccncc2)c1C	102	102	99	-34	.	103	104	102	-6	100	0
C/C(N)=C(/C#N)C(=O)COC(=O)c1ccccc1Oc1ccccc1	94	94	101	-12	-6	96	97	96	8	101	0
CCOc1cc(C#N)c(NC(=O)CSc2nnnn2-c2ccc(OC)cc2)cc1OCC	97	97	97	40	-14	97	98	97	-2	98	-4
N#Cc1cc(-c2ccccc2)nnc1Oc1ccccc1	96	98	99	-6	4	97	99	98	15	98	0
COc1ccc(N(CC(=O)N2CCCC(C)C2)S(=O)(=O)c2c(C)nn(C)c2C)cc1 (stereo unspecified)	101	101	109	-8	.	101	101	100	6	106	-6
O=C(C[n+]1ccccc1)c1ccc(NC(=O)c2ccccc2)cc1	98	106	102	-62	2	101	98	103	12	103	2
CN(C)CCCNC1CS(=O)(=O)CC1O (stereo unspecified)	102	103	97	-3	.	101	104	104	-8	110	-5
O=C(O)CC(NS(=O)(=O)c1cccc2nsnc12)c1ccc(F)cc1 (stereo unspecified)	96	95	99	7	.	95	97	95	2	97	-9
COc1ccc(CCNC(=O)CN2CCN(c3cccc(C(F)(F)F)c3)CC2)cc1	97	101	103	17	-4	99	96	97	7	101	0
CCN(CC)C(=O)CSc1ncnc2c(-c3cccs3)nsc12	98	101	99	5	.	98	99	100	-3	101	-1
CN=c1scc(-c2ccco2)n1/N=C/c1ccc(O)c(O)c1	94	96	94	-40	-21	96	96	96	73*	99	-1
Cc1cc(=O)n(C)c(=O)n1CCCCCN1CCCC1	100	101	96	22	11	101	104	102	16	104	1
O=C(Cc1cccc2ccccc12)NC(NC(=S)Nc1ccccc1Cl)C(Cl)(Cl)Cl (stereo unspecified)	95	99	98	-41	-8	96	98	97	16	102	0
O=C(CSc1ccc2nnc(-c3ccncc3)n2n1)Nc1ccc2c(c1)OCCO2	99	99	101	-12	.	98	104	106	15	110	2
Cc1nn(Cc2ccc(F)cc2Cl)c(C)c1[N+](=O)[O-]	91	101	103	-1	-5	92	92	94	-9	92	-5
N/C(=N\OC(=O)COc1cc(Cl)c(Cl)cc1Cl)c1ccncc1	96	103	132	-15	1	99	100	97	7	98	-12
Cc1ccc(Cn2ncc3c(N4CCN(c5ccccc5C)CC4)ncnc32)cc1	94	96	99	-13	.	97	98	99	-6	99	0
COCCCNC(=O)CNC(=S)N(Cc1cc(OC)c(OC)c(OC)c1)C1CCCC1	101	101	94	-11	.	98	105	100	14	105	3
COC(=O)c1c(NC(=O)c2ccccc2N(C)S(=O)(=O)c2ccccc2)sc2c1CCCC2	95	92	99	-17	.	92	98	97	-4	100	-6
c1cncc(CSc2ccc(-c3ccc4c(c3)OCO4)nn2)c1	97	108	99	-29	10	99	97	98	9	94	0
